Source: PubChem BioAssay (National Center for Advancing Translational Sciences (NCATS))
KDM5B inh – Primary screen for KDM5B Histone Demethylases FDH-coupled qHTS | AID 1347165, 2019 | KDM5B demethylase, FDH-coupled NADH fluorescence (FDH is formaldehyde dehydrogenase) | actives 2.6% (n = 220,000) | Lysine-specific demethylase 5B (Homo sapiens), Q9UGL1 | Potency, µM (titrated, usually from 57.7 µM), for the others: at the highest dose activity change, negative = inhibition, usual class: inhibitors; active = well fitted inhibition curve with a large enough effect; inconclusive = small, poorly fitted or top-dose-only effect; inactive = no such curve, though single readings can be large or run the other way; also: 0% is about no effect; nearly all actives have a fitted effect of over 70% in size
Target sequence (Q9UGL1 whole entry, looked up): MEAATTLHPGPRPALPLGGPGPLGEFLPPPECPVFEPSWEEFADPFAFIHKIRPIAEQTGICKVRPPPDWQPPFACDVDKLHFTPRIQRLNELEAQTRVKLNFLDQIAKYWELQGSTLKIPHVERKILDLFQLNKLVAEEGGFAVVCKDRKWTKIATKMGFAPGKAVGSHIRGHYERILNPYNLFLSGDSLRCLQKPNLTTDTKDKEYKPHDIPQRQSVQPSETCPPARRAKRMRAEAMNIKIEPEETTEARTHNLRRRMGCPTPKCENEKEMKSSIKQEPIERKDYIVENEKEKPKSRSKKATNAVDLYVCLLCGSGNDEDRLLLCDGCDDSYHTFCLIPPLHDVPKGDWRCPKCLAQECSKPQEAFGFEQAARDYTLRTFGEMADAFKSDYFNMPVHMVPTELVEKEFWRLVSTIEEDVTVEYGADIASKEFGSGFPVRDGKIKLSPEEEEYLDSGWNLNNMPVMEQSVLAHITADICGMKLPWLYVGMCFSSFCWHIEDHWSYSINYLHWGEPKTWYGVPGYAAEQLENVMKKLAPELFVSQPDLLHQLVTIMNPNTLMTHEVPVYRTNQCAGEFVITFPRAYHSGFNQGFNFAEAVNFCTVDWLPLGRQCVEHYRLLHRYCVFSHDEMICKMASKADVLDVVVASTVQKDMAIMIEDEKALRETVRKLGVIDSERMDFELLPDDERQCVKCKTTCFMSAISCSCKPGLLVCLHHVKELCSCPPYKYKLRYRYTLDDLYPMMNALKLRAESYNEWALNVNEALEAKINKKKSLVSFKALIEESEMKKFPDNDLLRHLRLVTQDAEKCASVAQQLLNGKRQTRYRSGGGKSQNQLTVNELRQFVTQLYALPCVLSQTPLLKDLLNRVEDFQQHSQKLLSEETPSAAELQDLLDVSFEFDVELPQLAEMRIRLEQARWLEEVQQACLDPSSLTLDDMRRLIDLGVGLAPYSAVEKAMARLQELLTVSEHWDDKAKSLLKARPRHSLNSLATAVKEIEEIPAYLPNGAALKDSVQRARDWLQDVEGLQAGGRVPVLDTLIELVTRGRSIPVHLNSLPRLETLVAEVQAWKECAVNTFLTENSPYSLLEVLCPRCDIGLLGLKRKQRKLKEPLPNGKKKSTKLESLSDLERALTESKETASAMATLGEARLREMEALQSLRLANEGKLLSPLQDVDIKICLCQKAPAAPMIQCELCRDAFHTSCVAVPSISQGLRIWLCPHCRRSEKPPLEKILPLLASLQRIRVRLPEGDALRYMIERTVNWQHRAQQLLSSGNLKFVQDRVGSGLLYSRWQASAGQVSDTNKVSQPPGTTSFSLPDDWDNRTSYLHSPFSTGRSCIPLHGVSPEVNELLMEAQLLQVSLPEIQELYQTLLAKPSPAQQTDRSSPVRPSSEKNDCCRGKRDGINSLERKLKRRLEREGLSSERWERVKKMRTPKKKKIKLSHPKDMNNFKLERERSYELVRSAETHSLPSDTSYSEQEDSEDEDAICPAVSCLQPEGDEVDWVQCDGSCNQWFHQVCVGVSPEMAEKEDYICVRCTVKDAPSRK
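KDM5BΔAP (200 nM final) in 50 mM HEPES pH 7.5, 0.01% Tween-20 was preincubated 10 min at RT with compound over a concentration range. Substrate mix (H3K4me3 12.5 µM, α-KG 25 µM, Fe²⁺, ascorbate, NAD⁺, FDH) was added, and NADH fluorescence change over 30 min gave dose-response curves.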
* hit, by the source's call; i = inactive; ? = inconclusive; & = joins results of further samples; [ ] = remark or other dose. Potency is read from the fitted curve at half-maximal effect. Only part of the results is shown. The share of hits here may be higher or lower than overall.

SMILES | KDM5B inh
CN(C)CCNc1oc(COc2cccc(Cl)c2)nc1C#N | ?
O=C1CC2CCCC(C1)N2C(=O)c1cc(F)ccc1Br | -3%[86.2 µM]
O=C(Cc1ccccc1)N(Cc1cccnc1)c1nc2c(F)cccc2s1 | -18%
Cc1ccc(Nc2cc(C)nc3c(C)c(C)ccc23)c(C)c1 | 3%
CCc1ccc(Oc2c(C(F)(F)F)oc3c(CN4CCC(C)CC4)c(O)ccc3c2=O)cc1 | 4%
CCC(CC)NC(=O)C1Cn2cccc2C(=O)N1CC(C)C (stereo not given) | -18%
CCC(CC)C(=O)Nc1sccc1C#N | 4%
Cc1nc2cc(NC(=O)c3ccccc3C(F)(F)F)ccc2o1 | 5%
Cc1cc(C(=O)N2C[C@@H](COCC3CC3)[C@H](c3ccncc3)C2)c(C)o1 | ?
CN(Cc1ccnc2ccccc12)C(=O)c1cn(Cc2ccc(Cl)cc2)nn1 | -7%
Cc1ccc(NC(=O)c2c(Nc3ccccc3C)sc(C(=O)c3ccccc3)c2N)cc1 | -16%
COc1ccc(CCNC(=O)Cc2c(C)c3c(cc(C)c4c(C)c(C)oc43)oc2=O)cc1OC | -20%
CCc1nc2c(c(-c3ccc(O)cc3)n1)CCN(Cc1cccc(C(F)(F)F)c1)CC2 | 10%
COc1ccc(-c2ccnc(N[C@H]3CO[C@H]4[C@@H]3OC[C@@H]4NS(=O)(=O)c3ccc(NC(C)=O)cc3)n2)cc1 | ?
Cc1[nH]c2ccccc2c1CC(=O)N1CCN(S(=O)(=O)c2ccccc2F)CC1 | -9%
N#CC1=C(N)OC2=C(C(=O)CC(c3ccccc3)C2)C1c1cccc(F)c1 (stereo not given) | 11%
CCC(=O)c1sc(Nc2ccc(Cl)cc2C)nc1N | 14%
O=C(COc1ccccc1)N(Cc1ccc(-c2cccc(Cl)c2)o1)C1CCS(=O)(=O)C1 (stereo not given) | ?
CC(C)CNC(=O)C1COC2(CCCCC2)N1C(=O)c1cccc(Cl)c1 (stereo not given) | -5%
O=C(NCc1ccccn1)c1nc(-c2cccnc2)c2ccccn12 | i
CCOc1ccccc1NC(=O)N1CCC[C@H]1C(=O)N1CCCCCCNC(=O)CC1 | -12%
CSCCC(NC(=O)c1ccc(Cl)cc1Cl)C(=O)N1CCN(C(=O)c2ccccc2)CC1 (stereo not given) | 3%
Cc1cccc(NC(=O)CNC(=O)c2nccnc2N)c1C | ?
CCc1ccc(CC)c(-c2csc(N)n2)c1 | 8%
CN1C(=O)C(c2ccccc2)CC12CCN(C(=O)c1cccc(F)c1)CC2 (stereo not given) | -27%

Going on with the list.
SMILES | KDM5B inh
COc1ccc(C(C)=O)cc1CN1CCCc2ccccc21 | ?
O=C(Cc1cccc(F)c1)NCCn1ccn2nc(-c3ccc(F)cc3)cc2c1=O | -29%
COc1cccc(NC(=O)C2CC(=O)N(c3n[nH]c4cc(Br)ccc34)C2)c1 (stereo not given) | ?
COc1ccc(NC2CN(C(=O)OC(C)(C)C)C2)cc1 | 17%&-1%[149 µM]
COc1cncc(Nc2ncc(-c3c(C)noc3C)c3c2OCC3)c1 | ?
COc1ccc(N2CCN(C(=O)c3cccc(-n4c(C)nc5cccnc54)c3)CC2)cc1 | 11%
COc1ccc(-c2noc(CCC(=O)NCc3ccc(C)cc3)n2)cc1 | -6%
COc1ccc(CNC(=O)CN(C(=O)c2csnn2)c2cccc3ccccc23)cc1 | 7%
COC(=O)N1CCC2(C1)OC(=O)Nc1ccccc12 (stereo not given) | -30%[86.2 µM]
O=C(Cn1nc(-c2cccs2)c2ccccc2c1=O)NCCc1ccccc1 | 14%
CN(C)CC1(O)CCC2(CCN(C(=O)C3CCCC3)CC2)CC1 | 13%
O=[S+]([O-])(c1cccs1)N1CCC2(CC1)CC(Cc1ccccc1)=NO2 | 3%
COCc1nc(-c2ccc(OC3CN(C(=O)NC(C)C)C3)cc2)no1 | 18%
O=C(NCc1cccnc1)C1CCC(=O)N(CCCN2CCCC2=O)C1 (stereo not given) | 13%
CC(=O)NCC(=O)N(c1ccc(C)cc1)C1(C(=O)Nc2c(C)cccc2C)CCCCC1 | 4%
Cc1ccc(C(=O)COC(=O)CCc2c[nH]c3ccccc23)c(C)c1 | -21%
N#Cc1nc(-c2ccc(S(=O)(=O)N3CCCC3)cc2)oc1N1CCC(Cc2ccccc2)CC1 | ?
COc1ccc(-n2nc(C(=O)NCC(=O)Nc3cc(OC)c(OC)c(OC)c3)c3ccccc3c2=O)cc1Cl | -6%
CN(Cc1cn(-c2ccccc2)nn1)Cc1cnc2ccccn12 | 28%
COCC(=O)N1CC(C(=O)NCc2cccc(F)c2)CC(c2ccc(F)c(C)c2)C1 (stereo not given) | -4%
Cc1cccc(N(C)C(=O)Cn2cc(C#N)c3ccccc32)c1 | 3%
COc1ccc(CN(CC(=O)NCc2ccccc2)C(=O)CCC(=O)Nc2ccccn2)cc1 | 2%
O=C(Nc1ccc2nn(-c3ccccc3)nc2c1)c1ccc(-c2cccc(Cl)c2)o1 | ?
COc1cc(OC)c(OC)cc1CNCc1ccco1 | ?
O=C(O)COCC(=O)N[C@H]1CCN2C(=O)c3cc(-c4ccsc4)ccc3NC(=O)[C@H]12 | ?

Following part.
SMILES | KDM5B inh
COCCOCC(=O)N1CCCC(c2nc(-c3cccnc3)no2)CCNC(=O)CC1 (stereo not given) | 4%
Cn1c(=O)c2c(ncn2CC(=O)Nc2ccc3c(c2)CCC3)n(C)c1=O | 17%
CCOc1ccccc1CN1CCN(Cc2nccn2CC)CC1CCO (stereo not given) | -7%
O=C(Nc1ccc2nc(N3CCN(c4cccc(Cl)c4)CC3)cc(C(=O)O)c2c1)c1ccccc1 | -21%
COc1cccc(Nc2nc(-c3ccccc3)no2)c1 | 1%
O=C(CN1CC2CC(C1)[C@H]1CCCC(=O)N1C2)NCCCc1ccccc1 (stereo not given in full) | -10%
Cc1ccc(NC(=O)C(C)N(c2ccc(C)c(C)c2)S(C)(=O)=O)cc1C (stereo not given) | 0%
COc1ccc(CNC(=O)Cn2c(=O)c(CNc3ccc(C)cc3)cc3cc4c(cc32)OCCO4)cc1 | ?
COc1ccc(CC2CCN(C(=O)c3c(C)noc3-c3ccc4c(c3)OCO4)CC2)cc1 | 20µM*
CCOc1ccc(-c2nnc(N3CCOCC3)c3ccccc23)cc1 | -4%&12%
CSc1cccc(NC(=O)CC(C)n2ccnc2)c1 (stereo not given) | 47%[activator]
COc1cc2c(cc1CN1CCCC(CO)(CC=C(C)C)C1)OCCO2 (stereo not given) | -11%
CC[C@H]1CN(C(=O)c2ccc(F)cc2)CC[C@H]1CC(=O)NCc1ccccc1OC | -7%[86.2 µM]
COc1cccc(NC(=O)Cn2nnc(-c3nc(-c4ccccc4)no3)c2N)c1 | -25%
CCC(=O)N1N=C(c2cc(Cl)ccc2Cl)CC1c1ccc2nccnc2c1 (stereo not given) | 12%
CC(=O)N(c1nc(C)c(C(=O)Nc2ccc3cc[nH]c3c2)s1)C(C)C | 12%
CCC(NC(=O)c1cccnc1)C12CC3CC(CC(C3)C1)C2 (stereo not given) | 6%
COc1ccc(NC2c3ccccc3C(=O)N2c2cccnc2)cc1Cl (stereo not given) | 24%
COc1ccc(-c2cc(C(F)(F)F)n3nc(C(=O)Nc4sc5c(c4C(=O)OC(C)C)CCCC5)cc3n2)cc1OC | -6%
CCOC(=O)Cn1c(=O)n(-c2ccccc2OC)c2nc(-c3ccccc3F)nc(C(N)=O)c21 | ?
CCCn1nc(C(=O)N2CCc3ccccc3C2)c2ccccc2c1=O | 6%
Cn1c(Cl)cnc1COC(=O)CC12CC3CC(CC(Br)(C3)C1)C2 | 3%
CCc1cccc(NC(=O)N2CCC(c3noc(COc4ccc(F)cc4)n3)CC2)c1 | 16%
CCc1ccc(NC(=O)Cn2ccn3nc(-c4ccccc4)c(CO)c3c2=O)cc1 | -23%
CCOc1cc(=O)n2c(c1C(=O)Nc1ccccc1F)CCCC2 | 14%

Ordered by heavy-atom count (largest number first): some entries from above.
SMILES | KDM5B inh
O=C(Nc1ccc2nc(N3CCN(c4cccc(Cl)c4)CC3)cc(C(=O)O)c2c1)c1ccccc1 | -21%
COc1ccc(N2CCN(C(=O)c3cccc(-n4c(C)nc5cccnc54)c3)CC2)cc1 | 11%
COCCOCC(=O)N1CCCC(c2nc(-c3cccnc3)no2)CCNC(=O)CC1 (stereo not given) | 4%
Cn1c(=O)c2c(ncn2CC(=O)Nc2ccc3c(c2)CCC3)n(C)c1=O | 17%

Retrieved one by one from the entries so far (seven):
SMILES | KDM5B inh
CCC(=O)N1N=C(c2cc(Cl)ccc2Cl)CC1c1ccc2nccnc2c1 (stereo not given) | 12%
COc1cc2c(cc1CN1CCCC(CO)(CC=C(C)C)C1)OCCO2 (stereo not given) | -11%
COc1ccc(CNC(=O)Cn2c(=O)c(CNc3ccc(C)cc3)cc3cc4c(cc32)OCCO4)cc1 | ?
CCc1ccc(NC(=O)Cn2ccn3nc(-c4ccccc4)c(CO)c3c2=O)cc1 | -23%
O=C(CN1CC2CC(C1)[C@H]1CCCC(=O)N1C2)NCCCc1ccccc1 (stereo not given in full) | -10%
COc1cccc(Nc2nc(-c3ccccc3)no2)c1 | 1%
O=C(Nc1ccc2nc(N3CCN(c4cccc(Cl)c4)CC3)cc(C(=O)O)c2c1)c1ccccc1 | -21%

Further records follow:
SMILES | KDM5B inh
CC1CC1C(=O)NCCC12CC3CC(CC(C3)C1)C2 (stereo not given) | 5%
COCc1nn2c3c(cnc2c1-c1cccc(Cl)c1)C(=O)CC(c1ccc(OC)c(OC)c1)C3 (stereo not given) | ?
COc1cccc(NC(=O)Cn2c(=O)n(CCCC(=O)NCc3ccc4c(c3)OCO4)c(=O)c3ccccc32)c1 | -4%
CC(C)C(=O)N1Cc2ccccc2CC2(CCCN(Cc3ccc(O)cc3)C2)C1 (stereo not given) | 24%[115 µM]
CN(CC(=O)Nc1ccc(Cl)cc1)C(=O)CNC(=O)c1cccs1 | 4%
Cc1nc(N2CCCn3nc(CO)cc3C2)c(Cl)c(=O)[nH]1 | -2%
COC(=O)/N=C(/Cc1ccc(OC)cc1)c1ccc(OC)cc1 | 31%
CCc1cccc(C)c1NC(=O)CSc1nc2ccncc2[nH]1 | -14%
Cc1cn2nc(C(=O)N3CCC(NC(=O)c4ccc(F)c(F)c4)CC3)cc2c(=O)[nH]1 | ?
O=C(Nc1cccc(-c2nc3ccccc3o2)c1)c1cccc(Br)c1 | ?
CCSc1nnc(NC(=O)CCNS(=O)(=O)c2ccccc2F)s1 | 11%
COCCc1noc(CC2CCOC3(CCN(Cc4cccc(OC)c4OC)CC3)C2)n1 (stereo not given) | -8%
CN(C)CC(C#N)C(O)c1ccccc1 (stereo not given) | 0%
COc1cccc(Nc2sc(C(=O)c3ccc(F)cc3)c(N)c2C(=O)NCc2ccc(Cl)cc2)c1 | -22%
Cc1noc(-c2cn(C3CCN(C(=O)c4cc(F)ccc4F)CC3)nn2)n1 | 4%
CC1CCN(C(c2ccc(F)cc2)c2sc3nc(-c4ccco4)nn3c2O)CC1 (stereo not given) | 0%&-16%
Nc1n[nH]c(C(=O)N2C[C@@H](C(=O)O)[C@H](C3CC3)C2)c1Cl | 2%
CCOc1c(Br)cc(C(=O)OC(C)C(=O)c2ccc(F)c(F)c2)cc1OC (stereo not given) | 5%
COc1ccc(-c2nnc3ccc(N4CCC(c5ccccc5)CC4)nn23)nc1 | 35µM*
CCc1cccc(NC(=O)CNS(=O)(=O)c2ccc3nc(C)sc3c2)c1 | -17%
COc1ccccc1-n1cnnc1SCC(=O)NC(C)c1ccc(Br)cc1 (stereo not given) | 8%
COc1cccc(NC(=O)c2ccnc(-c3nnc4ccc(Nc5ccccc5)nn34)c2)c1 | -9%
COc1ccc(-n2nc(C3CCN(C(=O)Cc4cccc(Cl)c4)CC3)[nH]c2=O)cc1 | 2%
CC1CCCC(NC(=O)c2cc3c(Cl)nc4ccccc4c3s2)C1C (stereo not given) | 15%
O=C(NC1CCN(c2cc(-c3ccc(Cl)cc3)[nH]n2)CC1)c1ccc2c(c1)OCO2 | 2%

(cont.)
SMILES | KDM5B inh
CC1CCC(NC(=O)C2CC(=O)Nc3cc(F)ccc32)CC1 (stereo not given) | 2%
Cc1cccc(C)c1Nc1nn2c(=O)c3cc4c(cc3nc2s1)OCO4 | 3%
O=C(NCc1ccsc1)C1CN(c2cccc(Cl)c2)C(=O)N1 (stereo not given) | -10%[86.2 µM]
Fc1ccccc1-c1ccc(CNCC2CCNCC2)o1 | 7%
O=C1C2CN(Cc3ccncc3Cl)CCC2OCCN1Cc1ccccc1F (stereo not given) | -12%[86.2 µM]
COc1cccc(CN2CCC(Cc3ncc(C)n3CC3CC3)C2)c1OC (stereo not given) | ?
Cc1cc(C)c(S(=O)(=O)Nc2ccc3oc4c(c3c2)C(=O)CC(C)(C)C4)cc1C | ?
CC(=O)N1CCC(N2CC[C@@H](CO)N(C)c3nc(C)ccc3C2)CC1 | 32µM*
Cn1cccc1CN1CCCC2(CC(Cc3ccccc3)=NO2)C1 (stereo not given) | -19%[86.2 µM]
O=C(c1ccccc1OC1CCN(Cc2ccc(-n3cccn3)cc2)CC1)N1CCCCC1 | 10%
CCOc1ccc(S(=O)(=O)N2CCN(Cc3ncc(-c4ccccc4)o3)CC2)cc1 | -15%
Cn1nc(C(=O)OCc2nc(-c3ccc4c(c3)OCO4)no2)c2ccccc21 | 17%
O=C(CCC(=O)c1ccc(Cl)cc1)OCC(=O)c1ccccc1Br | -12%
O=[N+]([O-])c1ccc(-c2nn(-c3ccccc3)cc2/C=N/n2c(-c3cccs3)n[nH]c2=S)cc1 | 8%
CCN(CC)C(=S)SC(C)C(=O)Nc1cccc(C#N)c1 (stereo not given) | 6%
